Screening results from PubChem.
KDM5B inhibitor = KDM5B demethylase inhibition; Potency, µM (doses to about 57.7 µM), inactives show top-dose activity change, negative = inhibition, hits mostly inhibitors; AID 1347165; Q9UGL1; KDM5B demethylase, FDH-coupled NADH fluorescence (FDH is formaldehyde dehydrogenase); actives 2.6% (n = 220,000); active means well fitted inhibition curve with a large enough effect; inconclusive means small, poorly fitted or top-dose-only effect; inactive means no such curve, though single readings can be large or run the other way; further: 0% is about no effect; nearly all actives have a fitted effect of over 70% in size
Target sequence (Q9UGL1 whole entry, looked up): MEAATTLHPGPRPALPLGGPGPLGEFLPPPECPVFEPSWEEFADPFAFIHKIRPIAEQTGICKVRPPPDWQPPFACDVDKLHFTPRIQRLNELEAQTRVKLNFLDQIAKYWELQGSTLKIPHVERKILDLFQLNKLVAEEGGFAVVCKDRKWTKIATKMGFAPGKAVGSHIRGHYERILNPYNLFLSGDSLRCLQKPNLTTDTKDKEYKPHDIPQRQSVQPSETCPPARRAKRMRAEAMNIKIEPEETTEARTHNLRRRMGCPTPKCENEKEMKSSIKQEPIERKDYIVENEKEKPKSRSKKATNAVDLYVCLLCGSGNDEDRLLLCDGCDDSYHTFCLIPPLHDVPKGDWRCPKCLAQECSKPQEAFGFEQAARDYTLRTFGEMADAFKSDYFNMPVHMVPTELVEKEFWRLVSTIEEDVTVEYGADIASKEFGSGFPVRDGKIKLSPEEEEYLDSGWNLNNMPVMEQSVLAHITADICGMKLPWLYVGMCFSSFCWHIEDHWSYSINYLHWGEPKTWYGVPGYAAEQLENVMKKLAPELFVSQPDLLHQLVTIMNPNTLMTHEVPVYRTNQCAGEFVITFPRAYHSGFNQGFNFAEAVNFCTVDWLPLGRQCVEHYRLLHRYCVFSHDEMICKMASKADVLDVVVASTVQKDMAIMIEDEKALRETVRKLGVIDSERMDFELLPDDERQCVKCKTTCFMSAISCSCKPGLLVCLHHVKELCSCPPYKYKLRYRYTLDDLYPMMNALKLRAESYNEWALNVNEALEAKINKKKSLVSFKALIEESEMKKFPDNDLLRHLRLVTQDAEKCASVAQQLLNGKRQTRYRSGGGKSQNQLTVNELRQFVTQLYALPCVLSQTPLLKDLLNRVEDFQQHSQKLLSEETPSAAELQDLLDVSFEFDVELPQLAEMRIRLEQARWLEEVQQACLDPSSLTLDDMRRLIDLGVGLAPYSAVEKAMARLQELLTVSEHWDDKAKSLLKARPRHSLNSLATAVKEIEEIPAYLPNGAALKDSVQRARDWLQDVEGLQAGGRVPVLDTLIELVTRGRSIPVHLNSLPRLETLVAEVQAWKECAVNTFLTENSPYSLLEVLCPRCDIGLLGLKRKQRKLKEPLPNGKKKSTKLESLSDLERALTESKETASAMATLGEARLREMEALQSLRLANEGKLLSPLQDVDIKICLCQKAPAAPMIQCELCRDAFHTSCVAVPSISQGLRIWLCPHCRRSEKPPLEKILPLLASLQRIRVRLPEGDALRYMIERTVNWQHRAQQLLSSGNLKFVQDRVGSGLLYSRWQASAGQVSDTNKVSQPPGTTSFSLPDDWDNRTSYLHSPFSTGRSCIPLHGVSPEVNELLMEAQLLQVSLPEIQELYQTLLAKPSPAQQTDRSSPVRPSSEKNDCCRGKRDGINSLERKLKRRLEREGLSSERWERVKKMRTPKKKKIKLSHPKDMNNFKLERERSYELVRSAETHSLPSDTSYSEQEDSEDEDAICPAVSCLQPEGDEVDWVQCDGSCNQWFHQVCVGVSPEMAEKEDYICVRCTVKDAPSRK
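Inhibition is measured as reduced NADH fluorescence generation from FDH coupling to formaldehyde release. Truncated KDM5BΔAP at 200 nM final acts on H3K4me3 peptide (12.5 µM in substrate mix) in pH 7.5 HEPES buffer with Tween-20, 30 min, room temperature.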
* hit, by the source's call; ? = inconclusive; & = joins results of further samples; [ ] = remark or other dose. Potency means the concentration at half of the fitted maximal effect. This is a subset; rates above refer to the full screens.

KDM5B inhibitor	Molecule
3.9%	CC(C)C(=O)NCCNC(=O)c1ccc2ccccc2n1
32.5%[activator]	O=C(NNC(=S)Nc1ccc(F)cc1)C1[C@H]2CCCC[C@@H]12 (stereo not given in full)
-5.5%	NC(=O)CSc1n[nH]c2nc3c(c(=O)n12)C1(CCCCC1)Cc1ccccc1-3
?	CCOC(=O)N1CCN(C(=O)[C@H](C)NC(=O)c2cc3cc(OC)ccc3n2C)CC1
-23.5%	CC1=C(C(=O)Nc2ccc(C)cc2C)C(c2sccc2C)n2ncnc2N1 (stereo not given)
?	Cc1ccc(CN(C)C(=O)c2coc(COc3ccc4c(c3)OCO4)n2)o1
?	CCOCCc1nnc(NC(=O)C(=O)c2cc(C)n(-c3cccc(C)c3)c2C)s1
-2.4%	CCOC(=O)c1ccc(N2C(=O)c3[nH]nc(-c4ccc(OC)cc4)c3C2c2ccccc2Cl)cc1 (stereo not given)
-15.0%	CCOC(=O)c1c(NC(=O)C(C)Sc2cn(CCNC(=O)c3ccc(OC)cc3)c3ccccc23)sc2c1CCC2 (stereo not given)
-11.3%	CC(C)NS(=O)(=O)c1ccc(NC(=O)C2c3ccccc3Oc3ccccc32)cc1
112µM*	C#CCNC(=O)c1nc(-c2ccc(Cl)nc2)c2cnccn12
?	O=C(CCc1ccccc1)N1CCCN(c2cc(-c3ccc(Cl)cc3)[nH]n2)CC1
-13.9%	CCOC(=O)N1CCN(C(=O)C2CCC(=O)N(CCCc3ccccc3)C2)CC1 (stereo not given)
-1.6%	Cc1scc(C(=O)NCC2CCCCC2)c1C
-8.8%	Cc1ccc(C)c(NC(=S)N/N=C/C2=CCC3CC2C3(C)C)c1 (stereo not given)
-19.1%	CCOC(=O)C1=C(Nc2ccccc2)O/C(=C\c2c(F)cccc2F)C1=O
-22.9%[115 µM]	O=C(O)CCCC(=O)N1Cc2ccccc2CC2(CCCN2CC2CCCCC2)C1 (stereo not given)
-24.4%[86.2 µM]	COc1ccccc1-c1[nH]nc2ncc(CN(C)Cc3ccccc3)nc12
-24.7%	CCOCCCNC(=O)c1cc(C2CC2)nc2ccccc12
4.4%	Cc1ccc(-c2noc(-c3nnn(CC(=O)Nc4ccc(C)c(Cl)c4)c3N)n2)cc1
15.6%	CCCCNC(=O)C1CCC(CNc2c(N3CCC(C)CC3)c(=O)c2=O)CC1 (stereo not given)
3.0%	CC1(C)CC(=O)C2=C(C1)Nc1cc(C(=O)c3ccccc3)ccc1NC2c1ccc(O)cc1 (stereo not given)
-10.2%	S=C(NCc1ccc(Cl)cc1)NCc1ccc(Cl)c(Cl)c1
11.7%	COc1ccc2oc(=O)c(C(=O)N3CCN(c4ccc(C)cc4)CC3)cc2c1
-18.0%	COc1ccc(N2Cc3cccc(C(=O)NCc4ccc(F)cc4)c3C2=O)cc1
?	CC(C)N(Cc1nccn1C)C(=O)CC1C(=O)NCCN1Cc1ccc(F)c(F)c1 (stereo not given)
-15.0%	COc1ccc(CCNC(=O)Cn2cc(S(=O)(=O)Cc3ccc(F)cc3)c3ccccc32)cc1OC
?	O=S(CCc1ccncc1)Cc1ccc2c3c(cccc13)CC2 (stereo not given)
?	Nc1cccc2c(N)cccc12
15.9%[115 µM]	COc1cccc([S+](=O)([O-])N2CCC3(C2)C(=NC2CCCCC2)NC(=O)N3c2cc(F)cc(F)c2)c1 (stereo not given)
0.7%	O=C(Nc1cccc(CO)c1)c1cn(Cc2ccccc2)nc1-c1ccc(Cl)cc1
0.7%	CC(C)=CC1C(C(=O)NCc2ccccc2OC(F)F)C1(C)C (stereo not given)

Structural class, the entries above with an NH in an aromatic ring
KDM5B inhibitor	Molecule
-5.5%	NC(=O)CSc1n[nH]c2nc3c(c(=O)n12)C1(CCCCC1)Cc1ccccc1-3
-2.4%	CCOC(=O)c1ccc(N2C(=O)c3[nH]nc(-c4ccc(OC)cc4)c3C2c2ccccc2Cl)cc1 (stereo not given)
?	O=C(CCc1ccccc1)N1CCCN(c2cc(-c3ccc(Cl)cc3)[nH]n2)CC1
-24.4%[86.2 µM]	COc1ccccc1-c1[nH]nc2ncc(CN(C)Cc3ccccc3)nc12

(more compounds)
KDM5B inhibitor	Molecule
-22.5%	N#C/C(=C/c1ccsc1)c1ccc(C(F)(F)F)cn1
-8.4%	COc1ccc(Nc2nc(-c3ccc(C)cc3C)cs2)cc1
12.9%	CCc1ccc(N(Cc2cccs2)C(=O)c2ccccc2C)cc1
43.1%	COC(=O)[C@@H](Cc1c[nH]c2ccccc12)NC(=O)[C@H]1CNCCN1S(=O)(=O)c1ccccc1
7.8%[86.2 µM]	CC(C)(Oc1nn(CC2CCOCC2)c2ccccc12)C(=O)Nc1cccnc1
0.3%	CC(NC(=O)OCc1ccccc1)C(=O)NCC1CC1 (stereo not given)
-26.6%	CCN1CCN(CC(=O)c2c[nH]c3ccccc23)CC1
13.6%[115 µM]	COc1cc2ncnc(N3CC4CCC(C3)N4CC(F)(F)F)c2cc1OC
-1.9%&-0.8%	O=C1N(CCc2ccccc2)c2ccccc2C12CCN([S+](=O)([O-])c1cccc(C(F)(F)F)c1)C2 (stereo not given)
-20.1%	Cc1ccc(CNC(=O)C2CCCN(c3cnn(C)c(=O)c3)C2)o1 (stereo not given)
-5.6%	COc1ccc(CCNC(=O)C2(c3cccs3)CCOCC2)cc1OC
15.7%	N#Cc1cccc(NC(=O)c2cccc(CN3CCN(CCO)CC3)c2)c1
70.8µM*	CCc1ncc2c(N3CC4CCC(C3)N4CC(F)(F)F)nc3ccccc3n12
?	CCN(CC)CCNc1nc2c(c(=O)[nH]c(=O)n2C)n1Cc1ccc(Cl)cc1
-3.6%[86.2 µM]	Cc1ccccc1-c1ccc2c(n1)CN(CCOc1ccccc1)C(=O)CO2
9.1%	Cc1cc2nc3n(c(=O)c2n1CC(=O)Nc1cccc(C#N)c1)CCCCC3

Reformatted: four of the compounds above
SMILES: COc1ccc(CCNC(=O)C2(c3cccs3)CCOCC2)cc1OC
  KDM5B inhibitor: -5.6%
SMILES: N#Cc1cccc(NC(=O)c2cccc(CN3CCN(CCO)CC3)c2)c1
  KDM5B inhibitor: 15.7%
SMILES: CCc1ncc2c(N3CC4CCC(C3)N4CC(F)(F)F)nc3ccccc3n12
  KDM5B inhibitor: 70.8µM*
SMILES: CCN(CC)CCNc1nc2c(c(=O)[nH]c(=O)n2C)n1Cc1ccc(Cl)cc1
  KDM5B inhibitor: ?

New compounds follow.
KDM5B inhibitor	Molecule
25.1µM*	Cc1nc(CN2CC3(CCN(C)C3)c3cc(C(=O)Nc4ccc(F)cc4)ccc32)cs1 (stereo not given)
12.1%	O=C(Nc1cccc(C(F)(F)F)c1)N1CC2CCCN2c2ccccc21 (stereo not given)
?	CC(=O)c1ccc(NC(=O)Cn2ccn3nc(-c4ccccc4)c(CO)c3c2=O)cc1
?	O=C(NC1CC1)c1nc(-c2cc(Cl)cc(Cl)c2)c2ccccn12
9.7%	CCOC(=O)c1c(C)[nH]c(C(=O)C(C)OC(=O)Cn2cc(C(F)(F)F)ccc2=O)c1C (stereo not given)
14.3%	O=S(=O)(Nc1nc2ccccc2nc1NCc1ccc(Cl)cc1)c1cccc2nsnc12
-27.2%[86.2 µM]	COc1ccc(-n2nc(C)c([C@@H]3C=C[C@@H](NC(=O)Nc4cccc(C#N)c4)C3)c2C)cc1
28.2µM*	CN(C)C[C@@H]1CN(c2ccccn2)C[C@H]1NC(=O)c1ccoc1
7.3%	O=C(O)CCn1cc(C(C(=O)O)N2CCN(Cc3ccccc3)CC2)c2ccc(F)cc21 (stereo not given)
?	CCN(CC)C(=O)Oc1ccc2c(C)c(-c3ccc(OC)cc3)c(=O)oc2c1
4.7%	Cc1ccccc1NC(=O)Cn1c(=O)n(Cc2ccccc2)c(=O)c2c(C)c(C)sc21
9.3%	CC(C)CC(=O)N1CCC(c2nc(C3CCOCC3)no2)CC1
2.5%	O=S(=O)(c1cccc(Cl)c1)c1nnn2c1nc(NCc1ccc3c(c1)OCO3)c1sccc12
19.7%	CCCC(=O)Nc1ccc(S(=O)(=O)NCCn2nc(-c3ccccc3)ccc2=O)cc1
-18.3%	CCn1c(=O)c2sccc2n2c(CCC(=O)Nc3ccc(F)cc3)nnc12
31.6µM*	Cc1ccc(-c2nc3cnccn3c2NCCC(=O)N2CCCCC2)cc1
-13.5%	COc1cccc(CN2C[C@@H](CO)[C@H](NC(=O)C3CC3)C2)c1OC
?	Cc1ccccc1C(=O)Nc1cccc(OCc2cc(=O)n3c4c(sc3n2)CCCC4)c1
-8.6%	CCC(CC)NC(=O)CCC1CCN(C(=O)c2ccc(C)cc2)CC1
32.2%[activator]	O=C(CC[C@H]1NC(=O)c2ccccc2NC1=O)NCCn1cnc2ccccc2c1=O
14.1µM*	Cc1cn2nc(C(=O)NCCc3cccs3)cc2c(N2CCSCC2)n1
-15.2%	CCN(CC)Cc1cnc2c(C(=O)N3CCC(C(N)=O)CC3)cnn2c1
5.6%	CCCC1(C(=O)O)CCCN(C(=O)c2cccc(OC)c2OC)C1 (stereo not given)
?	Cc1cc2nc(/C(C#N)=C/c3cccc(C(F)(F)F)c3)[nH]c2cc1C
4.2%	Cc1noc(C)c1S(=O)(=O)N1CCCN(C(=O)C2CC2)C(c2ccccc2)CC(=O)NCC1 (stereo not given)
3.3%	COc1ccccc1NC(=O)c1c(NC(=O)COc2ccccc2)sc2c1CCCCC2
16.9%	Cc1ccccc1-c1noc(-c2ccccc2C(=O)NCC2CCCO2)n1 (stereo not given)
?	O=C(NCCCNC1CCCCC1)c1cc2ccccc2[nH]1
-21.0%	O=C(O)CCNC(=O)c1cc(-c2ccccc2)nc2ccccc12
-1.1%	Cc1noc(C)c1S(=O)(=O)N1C[C@@H](F)C[C@H]1C(=O)N1CCCCC1
-28.7%	COCCNC(=O)c1c(C)oc2c1CN(Cc1cccc(F)c1)CC2
3.0%[86.2 µM]	C=CCNC(=O)N1CCC(O)(c2csc(CN3CC[C@@H](O)C3)n2)CC1
28.2µM*	Cc1ccnc(N2CCC(O)(c3ccc(F)cc3)CC2)n1
17.6%	Cc1nc2ncnn2c(C)c1CCC(=O)Nc1cccc(S(=O)(=O)N2CCCC2)c1
-6.2%	CC(=O)c1cc(F)ccc1Oc1nc(C)nc2sc3c(c12)CCC3
?	COc1ccc(CC(=O)N/N=C/c2cc([N+](=O)[O-])cc(Br)c2O)cc1
-3.1%	CCOC(=O)C1C(=O)C=C(c2ccccc2)CC1c1ccc(Br)cc1 (stereo not given)
?	COCCN1CC(CO)C2(CCN(Cc3ccc(OC)cc3OC)CC2)C1 (stereo not given)
25.1µM*	CC(C)c1noc(-c2cccn3c(CNC(=O)Cc4ccccc4Cl)nnc23)n1
?	COc1cccc(CNC(=O)C2CCCN(c3nnc(-n4c(C)ccc4C)s3)C2)c1 (stereo not given)
-2.1%	CCOC(=O)c1ccccc1NC(=O)CN1CCCN(Cc2cc(C)ccc2C)S1(=O)=O
-20.0%	CS(=O)(=O)N1CCCN(C(=O)NCc2ccc(F)cc2)CCNC(=O)CC1c1ccccc1 (stereo not given)
3.9%	CC(=O)c1c(C)[nH]c(C(=O)C(C)OC(=O)c2ccc(F)c(F)c2)c1C (stereo not given)
?	CCCN(CCC)C(=O)Cn1c(=O)n(-c2cccc(C)c2)c(=O)c2c1c1cc(OC)ccc1n2C
-8.5%	COc1cccc(-c2c(NC(=O)c3cccs3)oc3ccccc3c2=O)c1
9.5%	Cc1sc2ncn(CC(=O)NCc3ccc(CN4CCC(C)CC4)cc3)c(=O)c2c1C
-13.4%	CC(=O)c1cccc(NC(=O)C(Cc2ccccc2)NS(=O)(=O)c2ccc(Br)s2)c1 (stereo not given)
?	CC(C)CCNC(=O)N1CCN(S(=O)(=O)c2ccc3c(ccn3C)c2)CC1
?	Cc1cccc(C(=O)NNC(=S)NC(=O)/C=C/c2ccccc2)c1
-6.5%	Cc1cccc(Cc2cnc(NC(=O)C3Cc4ccc(C)cc4C(=O)O3)s2)c1 (stereo not given)
-4.6%	NC(=O)[C@H](CC1CCCCC1)NC(=O)[C@@H]1CN(C(=O)c2cccnc2)CCN1C(=O)c1cccs1
18.4%	Cc1cccc(N2CCN(C(=O)c3cc4ccc(F)cc4nc3C)CC2)c1
-35.3%	CCOc1ccc2c(n1)CCN(C(=O)NCC(C)C)C2
15.6%[115 µM]	COc1ccc(CN2CCC3(Cc4ccccc4CNC3=O)C2)cc1OC (stereo not given)
12.3%	O=C(NNc1ccc(F)cc1F)c1c(F)cccc1Cl
16.8%	CCC(=O)N(C1CCOCC1)C1CCN(S(=O)(=O)c2cccc(Cl)c2)CC1

Next part.
KDM5B inhibitor	Molecule
8.0%	O=C(O)c1ccc(F)cc1I
?	O=C1C=C(c2ccccc2)C/C1=C\c1ccccc1
-3.2%	COc1cc2ccccc2cc1C(=O)Nc1cc(-c2nc3ccccc3o2)ccc1C
17.2%	CC(=O)Nc1ccc(NC(=O)c2cc[n+]([O-])cc2)cc1
-27.6%	COC(=O)[C@@H]1Cc2ncn(Cc3ccc(OC)cc3)c2CN1C(=O)COc1ccccc1
20.4%	O=C(NCc1cccnc1-n1cccn1)c1cccc(NC(=O)c2cccs2)c1
12.1%	Cc1cc(C[C@@H]2COC[C@@H]2NC(=O)CCCn2cnc3ccccc3c2=O)on1
?	COc1ccc2[nH]c3c(c2c1)CCN(C)C31CCN(C(=O)Cc2cccnc2)CC1
13.0%	Cc1cc(Cl)ccc1OC(C)C(=O)NC(C)C1CCCO1 (stereo not given)
?	COC(=O)c1cc(N2CCOCC2)ccc1N
7.7%	O=C(Cc1ccsc1)NCCC1CCN(C(=O)Nc2ccc(F)cc2F)CC1
